Screens: PubChem BioAssay, several laboratories
Yp Topo-I inh: blocks Yersinia pestis topoisomerase I activity; 0.064% of 360,000 active; AID 504884; Y. pestis Topo-I cleavage product accumulation, plate reader; activity, % at 10 µM; in the data active means activity above about 50%, passing the limit was not always enough; inconclusive means no clear call, values can overlap the other calls; further: inactives centre near 2
FadD28 binding: blocks FadD28 binding to the bisubstrate probe; fluorescence polarization; inhibition, % at 12.5 µM; 0.22% of 360,000 active; AID 588549; in the data active means inhibition above about 8.5%, passing the limit was not always enough; inconclusive means no clear call, values can overlap the other calls
PrPC TRFRET: inhibitors of human cell surface prion protein PrPC; inhibition, % at 13.8 µM; TR-FRET read-out; 0.43% of 370,000 active; P04156; AID 720596; in the data active means inhibition above about 24%; further: 0% = median of the test wells and 100% = reference compound wells
TcdB inh: blocks C. difficile toxin B glycohydrolase activity; TcdB glycohydrolase enzymatic assay, plate reader; inhibition, % at 9.99 µM; 0.24% of 350,000 active; in the data active means inhibition above about 10%
BoNT A protease: inhibitors of Botulinum neurotoxin A light chain protease | AID 588499 | inhibition, % at 10 µM | multiplex microsphere protease substrate cleavage, flow cytometry | 0.17% of 360,000 active; further: plate controls were buffer without enzyme for full effect and enzyme alone for no effect
CCHF vOTU inh: CCHFV vOTU protease inhibition | 0.55% of 370,000 active | inhibition, % at 11.5 µM | Pep-AMC fluorescence; in the data active means inhibition above about 30%; further: 0% = vehicle wells with enzyme and 100% = no enzyme wells
PfHsp40 yeast: rescue of PfHsp40-mediated yeast toxicity; S. cerevisiae expressing PfHsp40, growth rescue, ATP luminescence; 0.68% of 340,000 active; growth rescue, % at 12.5 µM; AID 504582; in the data active means growth rescue above about 28%, passing the limit was not always enough; inconclusive means no clear call, values can overlap the other calls;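 further: yeast W303a lacking pdr1 and pdr3 grown in galactose medium; growth measured after three days at 30 °C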
BoNT F protease: BoNT F light chain protease inhibition | Multiplex microsphere protease cleavage assay, flow cytometry | inhibition, % at 10 µM | 0.22% of 360,000 active | AID 588497; in the data active means inhibition above about 35%, passing the limit was not always enough; inconclusive means no clear call, values can overlap the other calls; further: plate controls were buffer without enzyme for full effect and enzyme alone for no effect
Anthrax LF prot: inhibitors of Bacillus anthracis lethal factor protease | 0.12% of 360,000 active | multiplex microsphere protease cleavage assay, LF | P15917 | inhibition, % at 10 µM; further: plate controls were buffer without enzyme for full effect and enzyme alone for no effect
Target sequence (P15917 whole entry, looked up): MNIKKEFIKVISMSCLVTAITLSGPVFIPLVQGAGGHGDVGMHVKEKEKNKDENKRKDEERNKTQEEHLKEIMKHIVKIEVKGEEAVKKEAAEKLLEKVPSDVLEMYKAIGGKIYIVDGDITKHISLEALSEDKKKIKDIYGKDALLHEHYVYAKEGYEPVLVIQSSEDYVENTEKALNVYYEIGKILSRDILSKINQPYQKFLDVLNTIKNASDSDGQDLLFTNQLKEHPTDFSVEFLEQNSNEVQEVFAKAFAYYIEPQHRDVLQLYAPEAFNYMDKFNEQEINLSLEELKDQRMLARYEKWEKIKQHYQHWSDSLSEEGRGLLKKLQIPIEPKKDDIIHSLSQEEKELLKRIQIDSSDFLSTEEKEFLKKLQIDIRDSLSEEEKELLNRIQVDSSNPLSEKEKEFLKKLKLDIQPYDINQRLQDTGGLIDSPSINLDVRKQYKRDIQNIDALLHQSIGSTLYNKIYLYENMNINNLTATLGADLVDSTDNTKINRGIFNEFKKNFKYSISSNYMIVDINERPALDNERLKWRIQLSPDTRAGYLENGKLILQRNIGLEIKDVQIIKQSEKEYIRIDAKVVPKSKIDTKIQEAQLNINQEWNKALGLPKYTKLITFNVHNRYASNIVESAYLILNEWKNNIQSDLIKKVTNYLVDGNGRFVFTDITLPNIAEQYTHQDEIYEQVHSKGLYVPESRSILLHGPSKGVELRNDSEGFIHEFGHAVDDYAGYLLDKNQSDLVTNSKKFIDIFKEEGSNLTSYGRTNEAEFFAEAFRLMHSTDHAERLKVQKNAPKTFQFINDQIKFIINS
Starred values were filed as active, the others as inactive; ? = inconclusive; . = not tested or not shown. Unless noted, no stated cut-off is given here; in the data, active means inhibition above about 30%; inconclusive means no clear call, values can overlap the other calls; inactive means below that.

Compound,Anthrax LF prot,CCHF vOTU inh,Yp Topo-I inh,PfHsp40 yeast,FadD28 binding,PrPC TRFRET,BoNT F protease,BoNT A protease,TcdB inh
Cc1ccc(NC(=O)NN(C)c2c(Cl)c(Cl)nn2C)cc1,-1,1,5,-1.0,-1.0,-1,2,-0.1,-0.9
O=S(=O)(c1cccc2cccnc12)N1CCN(Cc2ccc3c(c2)OCO3)CC1,3,21,-4,-0.7,0.6,-5,2,-0.2,.
CC(C)C(=O)NNS(=O)(=O)c1ccccc1[N+](=O)[O-],0,10,-8,55*,-1.1,-3,2,-0.8,.
COc1ccc(S(=O)(=O)N2CCOCC2)cc1NC(=O)c1ccc(Cl)cc1,.,-10,1,-0.6,-3.0,-6,.,.,-2.0
O=C(c1ccco1)N1N=C(c2ccc(Br)cc2)CC1c1ccco1 (stereo not drawn),-4,1,9,-1.4,-4.2,-7,10,1.7,-0.9
Cc1ccc(N(C(=O)CCC(=O)Nc2cc(C)on2)C(C(=O)NC2CCCC2)c2cccs2)cc1 (stereo not drawn),-3,7,24,1.4,0.3,10,-3,-0.2,.
CCCn1c(=N)n(CC(O)COc2ccc(C)cc2)c2ccccc21 (stereo not drawn),-1,-11,2,0.0,0.2,-3,?,?,0.5
COc1ccccc1Cc1nnc(NC(=O)C2CCN(C(=O)c3ccco3)CC2)s1,-2,7,5,0.9,0.7,-7,-6,-0.3,0.5
COC(=O)C1Cc2c([nH]c3ccccc23)C(C)N1 (stereo not drawn),1,-2,1,-0.5,-1.9,0,10,1.2,.
CCOc1ccc(NC(=O)N2CCCC2C(=O)NCC2CCCO2)cc1 (stereo not drawn),0,-10,-3,0.3,-1.8,-1,-7,-0.8,1.4
O=C(NCCCc1ccccc1)c1cccc(S(=O)(=O)N2CCOCC2)c1,-11,-6,-25,0.5,-2.4,1,-15,-0.8,0.5
S=C(NC12CC3CC(CC(C3)C1)C2)N1CCOCC1,-6,5,-8,-0.2,-0.7,-3,0,-0.3,1.8
Fc1ccc(C2=Nc3cccc4cccc(c34)N2)cc1,-1,2,2,-0.4,-0.4,0,-6,-0.7,1.3
COc1ccc(-c2n[nH]c(=S)n2CC(C)C)cc1,-4,9,11,-0.1,0.1,5,4,-1.0,.
CN1CCN(CC(=O)Nc2nc(-c3c[nH]c4ccccc34)cs2)CC1,-10,0,-23,0.0,0.1,-4,-14,1.1,7.4
Cc1ccc(C(CNS(=O)(=O)c2ccc(F)cc2)N2CCN(C)CC2)cc1 (stereo not drawn),.,-8,-8,-1.7,-1.6,-6,.,.,0.9
CC(C)Oc1ccc(CCNC(=O)C2CCC(=O)N(C3CCCCCC3)C2)cc1 (stereo not drawn),1,11,12,0.2,-1.5,-4,3,-0.4,1.4
Cc1cc2ccccn2c1C(=O)c1ccc(F)cc1,5,0,15,-0.1,-2.2,-6,-17,-0.7,-1.1
C/C(=N\NC(=O)COc1ccc(C)cc1C(C)C)c1cc2ccccc2o1,0,1,1,-0.7,-2.9,-4,-3,-0.6,0.1
Cc1ccc(C)c(S(=O)(=O)Nc2ccc(O)c(C(=O)O)c2)c1,4,-3,22,-0.7,0.4,-5,1,-1.0,1.1
O=C(O)CCCC(=O)N1N=C(c2c(-c3ccccc3)c3cc(Cl)ccc3[nH]c2=O)CC1c1cccs1 (stereo not drawn),2,3,24,-0.4,-4.3,-6,-1,0.5,1.5
CCn1c(=O)n(CC(=O)Nc2cccc(OC)c2)c(=O)c2ccccc21,-3,5,-3,0.8,3.5,-3,0,0.3,.
COc1ccccc1C1C=C(c2ccc(Cl)cc2)Nc2nc(N3C(=O)CCC3=O)nn21 (stereo not drawn),-6,-9,-4,-0.5,-1.8,3,-2,-0.6,.
O=C(NCC1(N2CCCCC2)CCCCC1)c1ccc(NS(=O)(=O)c2ccc(F)cc2)cc1,-6,-6,-8,.,-1.4,-7,-2,2.3,-0.2
O=C(CN1C(=O)NC(Cc2c[nH]c3ccccc23)C1=O)NC1CCCCC1 (stereo not drawn),-6,-1,6,1.3,-2.1,-2,-8,-0.9,1.5
Cc1cccc(Oc2sc(C(=O)c3ccccc3)c(N)c2C#N)c1C,-4,1,46,-1.8,-1.3,1,-11,-0.4,.
CCc1cc(/C(Cc2ccccn2)=N\O)c(O)cc1O,-2,4,2,0.1,-0.5,-3,-14,?,15*
O=C(NCCN1CCOCC1)N1c2ccccc2Sc2ccccc21,2,6,-3,0.1,-2.3,-8,-17,-0.6,.
Oc1ccccc1-c1cc(-c2ccccc2Cl)[nH]n1,-4,11,2,-0.6,-0.6,-6,-7,-0.6,1.7
CN(C)CCCNC(NC(=O)/C=C/c1ccccc1)C(Cl)(Cl)Cl (stereo not drawn),-9,-3,-5,1.1,-1.1,-3,2,0.1,0.3
COc1ccc(N2CCN(S(=O)(=O)CCNC(=O)c3cccs3)CC2)cc1,-1,-5,-7,-0.4,-0.6,3,-1,-1.0,0.5
CCN(c1ccccc1)S(=O)(=O)c1ccc(C(=O)Nc2nnc(-c3ccco3)o2)cc1,-1,-2,-1,0.6,-2.0,4,-8,-0.4,-0.2
CN(c1ccccc1)S(=O)(=O)c1cccc(NC(=O)CSc2n[nH]c(N)n2)c1,-4,-16,-4,-0.7,0.9,2,-5,1.8,1.9
CC1=CC(C)(C)NC(=S)N1c1ccc(N(C)C)cc1,-10,-4,-1,-0.2,-2.4,-13,-22,0.2,-23
O=C(CSc1nc2[nH]ncc2c(=O)[nH]1)NCCc1ccccc1,-1,1,-5,-0.6,-2.8,-5,-3,0.3,0.1
C=C(C)C1CC=C(C)/C(=N/NC(=O)c2ccc(NC(=O)CCC)cc2)C1 (stereo not drawn),0,0,3,-0.8,0.3,1,-4,?,.
CN(C(=O)COC(=O)c1ccc(Br)c([N+](=O)[O-])c1)c1c(N)n(Cc2ccccc2)c(=O)[nH]c1=O,3,-6,-1,0.5,-0.3,-8,-1,-0.3,-1.5
O=C(Nc1nnc(C2CC2)s1)c1cncc(Br)c1,.,-1,2,-0.3,0.5,-9,.,.,0.0
Cc1ccccc1C(=O)N1CCC(C(=O)OCc2ccccn2)CC1,-9,12,-2,-0.4,-1.4,-6,-10,-0.1,0.6
O=C(Nc1cc(C(=O)N2CCN(c3ccccc3O)CC2)ccc1Cl)c1cccs1,-2,14,34,-1.3,-0.1,-8,-5,-0.6,1.1
CCOc1ccc(CCNS(=O)(=O)c2cnc[nH]2)cc1OCC,.,-3,-2,-1.0,-4.3,6,.,.,.
Cc1ccc2nc(NCc3ccc(F)cc3)c3nncn3c2c1,-1,-5,-8,-0.4,-1.1,3,25,4.4,-2.3
COc1ccc(C2(C(=O)NCCc3ccccc3)CCCC2)cc1,12,-8,9,-1.4,-1.0,-7,13,1.2,0.3
CC(=O)c1cc(-c2ccccc2)n(CCC(=O)NC2CCCCC2)c1C,-2,5,8,-0.3,-4.0,4,-3,0.7,.
Cc1ccc(CN(N=Nc2nonc2N)c2nonc2N)c(C)c1,2,15,-1,-0.5,-17,-10,-6,-0.1,.
O=S(=O)(c1ccccc1)N1CCN(Cc2ccccc2)c2ccccc21,-2,7,26,-1.0,0.7,3,-9,0.7,0.5
NC(=O)CSc1oc(-c2cccs2)nc1S(=O)(=O)c1ccccc1,-2,4,1,1.2,-4.6,-44,6,0.9,.
Oc1ccccc1-c1nc(N2CCN(Cc3ccccc3)CC2)c2ccccc2n1,-5,7,2,-0.5,-2.0,-6,?,-2.9,.

In another format: six of the compounds above.
Below each SMILES – Anthrax LF prot	CCHF vOTU inh	Yp Topo-I inh	PfHsp40 yeast	FadD28 binding	PrPC TRFRET	BoNT F protease	BoNT A protease	TcdB inh
O=C(Nc1nnc(C2CC2)s1)c1cncc(Br)c1
 : .	-1	2	-0.3	0.5	-9	.	.	0.0
Cc1ccccc1C(=O)N1CCC(C(=O)OCc2ccccn2)CC1
 : -9	12	-2	-0.4	-1.4	-6	-10	-0.1	0.6
O=C(Nc1cc(C(=O)N2CCN(c3ccccc3O)CC2)ccc1Cl)c1cccs1
 : -2	14	34	-1.3	-0.1	-8	-5	-0.6	1.1
CCOc1ccc(CCNS(=O)(=O)c2cnc[nH]2)cc1OCC
 : .	-3	-2	-1.0	-4.3	6	.	.	.
Cc1ccc2nc(NCc3ccc(F)cc3)c3nncn3c2c1
 : -1	-5	-8	-0.4	-1.1	3	25	4.4	-2.3
COc1ccc(C2(C(=O)NCCc3ccccc3)CCCC2)cc1
 : 12	-8	9	-1.4	-1.0	-7	13	1.2	0.3

Further entries follow:
Compound,Anthrax LF prot,CCHF vOTU inh,Yp Topo-I inh,PfHsp40 yeast,FadD28 binding,PrPC TRFRET,BoNT F protease,BoNT A protease,TcdB inh
COc1cccc(N2CCN(c3ccc4nnc(CCC(=O)Nc5ccc(F)cc5F)n4n3)CC2)c1,-3,-9,40,-1.4,-0.2,-2,-10,-1.4,3.3
CC(OC(=O)c1ccc(Cl)nc1)C(=O)NC1(C#N)CCCCC1 (stereo not drawn),0,1,-3,-0.7,-1.7,6,3,1.1,2.2
CCCn1c(SCC(=O)Nc2cc(S(=O)(=O)N3CCOCC3)ccc2OC)n[nH]c1=O,3,5,2,-0.2,0.8,-3,9,1.1,1.0
O=[N+]([O-])c1ccc(C2=NN(c3ccccc3)C(c3ccco3)C2)cc1 (stereo not drawn),31*,25,-4,1.0,-3.5,-3,.,59*,.
Cc1ccc(C)c(S(=O)(=O)N2CCN(C(=O)C3CC3C)CC2)c1 (stereo not drawn),-1,-9,4,0.1,-0.6,-6,14,1.3,1.7
CC(C)CCN1CCN(Cc2ccc(C#CC(C)(C)O)s2)CC1CCO (stereo not drawn),-3,-15,1,-1.1,-0.7,4,-2,-0.6,0.1
Cc1cccc(NC(=O)C[n+]2ccc(N(C)C)cc2)c1,-3,-8,4,-0.6,-0.3,-7,2,-3.1,0.8
COc1ccc(CCNC(=O)CNC(=O)Cn2cnc3sc(C)c(C)c3c2=O)cc1OC,0,1,4,-1.0,-4.3,4,3,0.8,.
S=C(NCCc1ccccc1)Nc1ccc(N2CCCCC2)cc1,-6,-4,30,0.3,.,4,-13,-3.1,-1.3
O=S(=O)(Nc1ccc2c(c1)OCO2)c1cccs1,-4,-8,-3,-1.3,-1.5,14,-18,0.5,.
COc1ccc(-c2n[nH]c3c2C(c2ccc(OC)c(OC)c2)N(c2ccccc2)C3=O)cc1 (stereo not drawn),-4,2,3,-0.6,-6.2,1,-13,-5.2,.
Nc1ccn([C@@H]2O[C@H](C(=O)NCC(F)(F)F)[C@@H](O)[C@H]2O)c(=O)n1,3,-2,.,.,-4.0,0,2,-1.1,0.9
O=C(Nc1ccc(F)cc1)N1CCCN(c2ccc(C(F)(F)F)cn2)CC1,.,2,-8,0.1,-5.7,7,.,.,2.2
COCCOC(=O)C1=C(C)NC2=C(C(=O)CCC2)C1c1ccc2c(c1)OCO2 (stereo not drawn),-3,6,-4,1.3,-2.8,2,-1,0.0,-1.1
O=C(NCC1CCN(C(=O)c2ccc([N+](=O)[O-])cc2)CC1)C(=O)Nc1ccccc1,-3,4,18,-0.5,-0.7,1,1,0.4,-0.6
COc1ccccc1N=NC1=C(O)CC(C)(C)CC1=O,0,1,2,0.0,-0.5,5,-4,-0.4,-0.5
N#Cc1c(NC(=O)CSc2n[nH]c(N)n2)oc(-c2ccccc2)c1-c1ccccc1,-1,9,3,-0.7,-5.1,-5,6,-0.3,.
COc1ccc(NC(=O)CN2CCN(c3ccc(C)cc3C)CC2)cc1,9,13,35,-1.5,-3.9,7,?,1.8,-0.5
CCOC(=O)[C@@H]1[C@H]2COc3ccccc3[C@@H]2N2C(=O)N(c3ccc(Cl)cc3)C(=O)[C@@]12C,1,10,1,2.2,-2.7,3,6,0.1,2.1
O=C(NNC(=O)c1ccco1)c1cccc([N+](=O)[O-])c1,2,-6,-3,2.1,-2.6,-11,38*,-1.4,.
Cc1ccc(/C=N/NC(=O)CSc2nc3ccccc3s2)o1,0,9,-2,-1.8,-3.5,10,-3,0.2,-0.7
